a7 integrin act: activators of alpha7 integrin expression for muscular dystrophy | alpha7betagal myoblasts, beta-gal FDG fluorescence, 48 h | Potency, µM (doses to about 38.3 µM), for inactives: top-dose activation, most hits filed as activators | actives 0.064% (n = 350,000) | AID 624291;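 further: potency means the concentration at half of the fitted maximal effect; 100% = response of the positive control SU9516; nearly all actives have a fitted effect of over 60% in size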
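Alpha7betagal+/- myoblasts (passage 13) were plated 16-24 hr, then exposed to compounds (1:260 dilution of DMSO stock) for 48 hours at 37C. After MPER lysis, β-galactosidase reporter activity was read as FDG fluorescence (ex 480/em 540) after 30 minutes.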
GALK inh: inhibitors of human galactokinase. P51570. Purified GALK, Kinase-Glo residual ATP luminescence. Potency, µM (doses to about 57.5 µM), inactives show at the highest dose activity change, negative = inhibition, actives largely listed as inhibitors. actives 0.007% (n = 270,000). AID 1868; further: potency means the concentration at half of the fitted maximal effect; on the % scale 0 is the no-effect control and ±100 the full control effect
Target sequence (P51570 whole entry, looked up): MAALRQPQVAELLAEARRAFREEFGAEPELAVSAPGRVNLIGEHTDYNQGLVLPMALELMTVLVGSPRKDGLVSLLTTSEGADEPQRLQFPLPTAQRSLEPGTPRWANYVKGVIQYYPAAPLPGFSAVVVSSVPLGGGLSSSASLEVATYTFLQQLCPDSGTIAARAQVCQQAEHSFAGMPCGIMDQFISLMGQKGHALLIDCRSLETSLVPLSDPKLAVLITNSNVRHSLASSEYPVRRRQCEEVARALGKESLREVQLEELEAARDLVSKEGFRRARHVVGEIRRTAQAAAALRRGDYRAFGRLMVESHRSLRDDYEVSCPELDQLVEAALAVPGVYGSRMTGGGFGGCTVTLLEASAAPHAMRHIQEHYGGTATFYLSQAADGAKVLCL
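Galactose (100 uM) and ATP (35 uM) were turned over by 5 nM GALK for 1 h at RT. Kinase-Glo Plus then converted the remaining ATP into a luminescent signal.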
Menin-MLL TR inh: menin-MLL binding inhibition, Texas Red mutant peptide; O00255; actives 0.23% (n = 270,000); Potency, µM (doses to about 61.6 µM), inactives show top-dose FP activity change, negative = inhibition, usual class: inhibitors; AID 1768; Menin + Texas Red MLL mutant peptide, fluorescence polarization; active means well fitted inhibition curve with a large enough effect in the polarisation, with a control signal flat, not every such curve was filed as active; inconclusive means small, poorly fitted or top-dose-only effect, or effect the other way, or a change in a side signal; inactive means no such curve, though single readings can be large or run the other way; the % refers to the polarisation; further: potency means the concentration at half of the fitted maximal effect; % of control where 0% means no effect; many of its hits are not listed in these tables
PKM2 act: activators of human pyruvate kinase M2; P14618; purified PKM2, Kinase-Glo ATP luminescence, activation; response scale: 0% is enzyme alone, no compound; Potency, µM (titrated, usually from 57.5 µM), without a hit: at the highest dose activation, actives largely listed as activators; actives 0.34% (n = 260,000); AID 1631; further: potency means the concentration at half of the fitted maximal effect; on the % scale 0 is the no-effect control and ±100 the full control effect; nearly all actives have a fitted effect of over 55% in size
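Purified hPK-M2 (>95% pure) converted ADP (0.1 mM final) to ATP with 0.5 mM PEP in 50 mM imidazole pH7.2, KCl, MgCl2, Tween 20, BSA; 1 h at room temperature. ATP detected by Kinase-Glo luminescence.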
B2AR arrestin: recruits beta-arrestin to the human beta2-adrenergic receptor; P07550; beta-arrestin recruitment to beta2AR, cell-based reporter; AID 492947; Potency, µM (series often up to 46.1 µM), for the others: top-dose activation, hits mostly activators; actives 0.02% (n = 330,000);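 further: potency means the concentration at half of the fitted maximal effect; 0% = DMSO controls and full agonism = EC100 isoproterenol or metaproterenol; nearly all actives have a fitted effect of over 65% in size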
Tb PFK inh: inhibitors of T. brucei phosphofructokinase | O15648 | T. brucei PFK, ADP-Glo luminescence | Potency, µM (series often up to 57.5 µM), for inactives: at the top dose activity, negative = inhibition, usual class: inhibitors | actives 0.17% (n = 330,000);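 further: potency means the concentration at half of the fitted maximal effect; 0% = uninhibited 1x PFK enzyme wells and -100% = no-enzyme wells; nearly all actives have a fitted effect of over 60% in size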
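Luminescent ADP detection (ADP-Glo, two-step: ATP depletion then ADP-to-ATP conversion for luciferase) reported PFK activity after 45 min room-temperature reaction of 1.25 nM enzyme with 0.5 mM F6P and 0.1 mM ATP at pH 8.0.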
ASM inhibitor: human S-ASM enzyme inhibition. Potency, µM (series often up to 57.5 µM), for inactives: at the highest dose activity change, negative = inhibition, most hits filed as inhibitors. placental ASM, HMU-PC fluorogenic substrate, 60 min. actives 0.006% (n = 340,000). AID 504937; further: potency means the concentration at half of the fitted maximal effect
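HMU-PC0 cleavage (9 uM final) by human placental ASM, 60 min at 37 °C following 10 min compound exposure at RT; stopped at pH 10, fluorescence Ex 386/Em 447 nm.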
FBPA coupling cs: inhibits coupling enzyme system, counter-screen for aldolase hits; coupling enzyme system counterscreen, AmpLite Red fluorescence; activity change, negative = inhibition, % at 58.2 µM, hits read low; actives 0.67% (n = 290,000); AID 2472; in the data active means activity change below about -30%; further: on the % scale 0 is the no-effect control and ±100 the full control effect
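Compounds tested against the coupling enzymes alone at 57.5 uM final; readout was AmpLite Red fluorescence (525/598 nm) after 20 min at RT.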
BCR signal inh: blocks chronic active B-cell receptor signaling. ABC-DLBCL IkBa-CBG/CBR reporter, luminescence ratio, 4 h. Potency, µM (highest dose often 46.1 µM), for inactives: at the highest dose ratio change, negative = lower green/red ratio, usual class: inhibitors. actives 0.05% (n = 340,000); active means well fitted inhibition curve with a large enough effect in the signal ratio, with a control signal flat, not every such curve was filed as active; inconclusive means small, poorly fitted or top-dose-only effect, or effect the other way, or a change in a side signal; the % refers to the signal ratio;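 further: potency means the concentration at half of the fitted maximal effect; plate controls were basal doxycycline-induced cells for no effect and cells given 10 µM MG132 for full effect; MG132 reads +100%, hits lower the ratio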
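TMD8 ABC-DLBCL cells carrying doxycycline-inducible green luciferase fused to IkappaBalpha plus unfused red luciferase were exposed to compounds (up to 46 uM) for 4 hrs at 37C. Activity came from the overlap-corrected green/red luminescence ratio.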
TSG101-PTAP inh: blocks PTAP/TSG101 interaction to inhibit HIV-1 budding; Potency, µM (highest dose often 115 µM), for the others: top-dose activity change, negative = inhibition, usual class: inhibitors; 340,000 tested, under 10 active; Fluorescence polarization, FITC-PTAP peptide / Tsg101 binding; Q99816; active means well fitted inhibition curve with a large enough effect in the main read-out, with a control signal flat, not every such curve was filed as active; inconclusive means small, poorly fitted or top-dose-only effect, or effect the other way, or a change in a side signal; inactive means no such curve, though single readings can be large or run the other way; further: potency means the concentration at half of the fitted maximal effect; % of control where 0% means no effect
Target sequence (Q99816 whole entry, looked up): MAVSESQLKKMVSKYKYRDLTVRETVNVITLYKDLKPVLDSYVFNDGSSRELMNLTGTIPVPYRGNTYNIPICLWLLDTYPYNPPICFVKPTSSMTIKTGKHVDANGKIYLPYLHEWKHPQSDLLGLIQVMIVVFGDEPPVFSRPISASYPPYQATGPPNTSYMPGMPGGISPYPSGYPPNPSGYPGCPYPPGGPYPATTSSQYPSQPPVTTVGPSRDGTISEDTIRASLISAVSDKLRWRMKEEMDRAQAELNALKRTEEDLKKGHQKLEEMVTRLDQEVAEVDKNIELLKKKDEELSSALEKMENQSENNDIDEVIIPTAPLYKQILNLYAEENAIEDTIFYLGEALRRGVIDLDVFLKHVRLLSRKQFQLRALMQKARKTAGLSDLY
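Fluorescence anisotropy tracks displacement of a FITC-tagged PTAP peptide (50 nM) from the Tsg101 binding domain (10 uM), following a 20 min room-temperature incubation at pH 7.5.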
Giardia kill: kills Giardia lamblia. Giardia lamblia trophozoite viability. activity change, % at 7.66 µM, hits read low. actives 0.15% (n = 340,000); in the data active means activity change below about -80%; inconclusive means between about -30% and that limit;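 further: parasites exposed to compound for two days anaerobically before the ATP read; on the % scale 0 is the no-effect control and ±100 the full control effect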
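ATP-content bioluminescence gauges trophozoite survival. Cells (100/well) receive compound and incubate anaerobically for 48 hrs at 37 deg C; detection reagent follows for 15-30 min at room temperature.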
The depositor's hits bear a star; ? = inconclusive; · = not tested or not shown; & = joins results of further samples; [ ] = dose if it differs, or a comment. Unless noted, the call rests on the fitted dose curve; in most records, active means well fitted curve in the direction sought with a large enough effect; inconclusive means small, poorly fitted or top-dose-only effect, or another doubt; inactive means no such curve, though single readings can be large; an effect the other way counts as inactive or inconclusive.

Molecule | a7 integrin act | GALK inh | Menin-MLL TR inh | PKM2 act | B2AR arrestin | Tb PFK inh | ASM inhibitor | FBPA coupling cs | BCR signal inh | TSG101-PTAP inh | Giardia kill
O=C(NCC1c2ccccc2CCN1C(=O)CN1CCOCC1)C1CCCCC1 (stereo not given) | 10% | 0% | -3% | -5% | -0.5% | 0% | 5% | -10 | 2% | 1% | 22
N#CC(C(=O)NCCc1ccccc1)c1nc2ccccc2nc1N1CCCCC1 (stereo not given) | 6% | -1% | -1% | 1% | 0.0% | 4% | 16% | 0 | 8% | -9% | -9
Cc1ccc2cc(C#N)c(NCc3ccccc3)nc2c1 | -3% | 1% | 2% | 6% | 0.0% | 2% | 349%[activator] | -4 | 12% | 0% | -5
O=C(NC1CCCCCCC1)c1ccc(F)cc1 | 0% | 11% | 24% | · | -0.7% | -4% | 21% | 1 | -2% | -4% | -12
Oc1[nH]c2ccc(Br)cc2c1N=Nc1nn[nH]n1 | 13% | · | · | 6% | -0.6% | 2% | 2% | 0 | 0% | -7% | 13
COc1cccc(-c2nn(-c3ccccc3)cc2CN(C)Cc2ccon2)c1 | 19% | 5% | 24% | -1% | -1.0% | -2% | 5% | 0 | ? | 0% | 8
Cc1ccccc1NC(=O)CSc1nc2ccccc2c2nc(CCn3cncc3C)nn12 | 26% | 0% | -18% | 9% | -0.6% | 4% | 1% | 4 | ? | 0% | -19
CCCN(CCC)c1ccc(C(O)c2nnc(-c3ccccc3)o2)cc1 (stereo not given) | 0% | -3% | ? | -6% | 0.1% | 3% | 1% | -1 | -8% | -3% | 21
COC(=O)C1CCN(C(=O)NC(C)(C)C)CC1 | 4% | 0% | 16% | -1% | 0.0% | 12% | -1% | 6 | 1% | -2% | ?
CCS(=O)(=O)N1CCC(C(=O)Oc2ccc(Cl)cc2)CC1 | 8% | -2% | 12% | -2% | -1.1% | 1% | 0% | -1 | 3% | -2% | -10
Cn1c(O)c(N=NC(=O)CNC(=O)c2ccccc2)c2cc(Br)ccc21 | ? | -4% | 11% | 9% | 0.5% | 0% | -12% | -1 | -27% | -1% | -4
CCc1nc(OCc2ccccc2)c2sc3nc4c(cc3c2n1)COC(C)(C)C4 | 3% | -1% | -1% | -3% | -0.2% | -5% | 5% | 0 | 0% | · | 14
CC1=C(C(=O)Nc2ccccc2C)C(c2ccc(C)o2)N2C(=O)CSC2=N1 (stereo not given) | 2% | 3% | 5% | -4% | -0.2% | -5% | -1% | -1 | 0% | · | -11
CC(C)(C)CC(=O)Nc1nnc(CCc2ccccc2)s1 | 11% | 0% | -7% | 0% | -0.3% | -1% | 0% | -1 | 9% | -5% | 16
Cn1cccc1C1NC(=O)c2c(sc3c2CCC(C(C)(C)C)C3)N1 (stereo not given) | 0% | 0% | 4% | 1% | -0.3% | -15% | -7% | -6 | 22% | 1% | 11
COc1ccccc1C1(O)CCN(CC(=O)Nc2c(C)nn(C)c2C)CC1 | 2% | 3% | 4% | -2% | -0.4% | 3% | 4% | 1 | 1% | -2% | 15
Cc1cc[n+]2cc(-c3cccc([N+](=O)[O-])c3)c(-c3cccc([N+](=O)[O-])c3)cc2c1 | 23% | · | -10% | -1% | -1.3% | 17% | 0% | 0 | 4% | 0% | -10
Cc1cc(C)c(C(=O)COC(=O)c2cccc(S(=O)(=O)NCc3ccccc3)c2)cc1C | 11% | · | 18% | -6% | -0.3% | 1% | -2% | -7 | 9% | -3% | 0
CC(C)(C)OC(=O)C[C@H]1C/C=C\C[C@@H](CC(=O)N[C@@H](CO)Cc2ccccc2)C(=O)N2CCC[C@@H]2COC1=O | -12% | · | · | · | 0.2% | -3% | 4% | · | -1% | · | -4
CCOc1ccc(S(=O)(=O)Nc2ccc3c(c2)OCO3)cc1 | 13% | 0% | 4% | 26% | -0.8% | 14% | 8% | 2 | 3% | -10% | -3
O=C(Nc1nnc(-c2ccco2)s1)C1CCN(S(=O)(=O)c2ccc(Cl)cc2)CC1 | 7% | -4% | -5% | 6% | 0.0% | 0% | 3% | 1 | 2% | -7% | -2
O=C(Nc1cc2ccccc2oc1=O)C1CCCCC1 | 14% | · | -26% | -11% | -0.3% | -3% | 2% | -3 | ? | -7% | -3
CCOC(=O)N1CCN(C(=O)c2ccc3nc4ccsc4c(=O)n3c2)CC1 | 0% | 1% | 7% | -2% | -0.3% | -5% | 153%[activator] | 2 | 10% | -4% | 1
COC(=O)c1ccccc1NC(=O)Cn1ccnc1 | -23% | -1% | -3% | -13% | 0.2% | 16% | 0% | 1 | -6% | -3% | -9
O=C(c1ccc(Cn2c(=S)[nH]c3cc4c(cc3c2=O)OCO4)cc1)N1CCN(c2ccccc2)CC1 | 7% | -1% | -9% | 6% | -0.1% | -9% | -1% | -2 | -4% | -4% | -4

Additional results follow:
Molecule | a7 integrin act | GALK inh | Menin-MLL TR inh | PKM2 act | B2AR arrestin | Tb PFK inh | ASM inhibitor | FBPA coupling cs | BCR signal inh | TSG101-PTAP inh | Giardia kill
Fc1ccccc1Nc1nc(NCc2ccco2)nc(N2CCOCC2)n1 | -5% | -2% | -15% | -5% | 0.0% | 4% | -3% | -2 | -18% | -1% | -15
COCCCNCCOc1ccccc1-c1ccccc1 | -24% | 2% | -11% | -7% | 4.2% | 0% | 7% | -1 | -1% | -1% | -1
CC(C)N(C(=S)NC1CCCCC1)c1ccccc1 | · | -3% | -26% | 0% | 0.0% | 2% | · | 6 | 3% | · | ·
c1ccc2cc(Cn3ccnc3)ccc2c1 | -30% | 3% | -4% | -1% | -0.2% | 0% | 5% | 0 | -4% | 1% | -18
CCOc1ccc(C(=O)OCC(=O)Nc2ccc3c(c2)OCCO3)cc1OC | ? | · | · | · | 0.5% | -9% | 0% | · | ? | -2% | 7
C/C(=N/NS(=O)(=O)c1ccc(Cl)cc1)c1cccc(NC(=O)c2ccncc2)c1 | 4% | -8% | ? | -6% | 2.8% | 1% | -10% | 1 | ? | -2% | -8
Cc1ccc2c(c1)COc1c3ccc(C(=O)N4CCOCC4)cc3nn1-2 | 0% | 3% | · | -25% | -0.6% | -12% | 3% | -4 | -1% | -1% | -5
CC(CN1CCCCC1)OC(=O)c1ccccc1F (stereo not given) | 28% | · | -16% | -14% | -0.5% | 0% | 5% | 3 | -18% | -3% | 0
NC(=O)[C@@H]1CCCNc2c(F)cc([N+](=O)[O-])cc2C(=O)N[C@@H](CO)C(=O)N[C@@H](Cc2ccc(O)cc2)C(=O)N1 | 6% | · | 1% | 0% | 0.3% | -1% | -12% | 2 | -17% | -5% | 16
Cc1ccc2cc(CCNC(=O)CCCc3ccccc3)c(=O)[nH]c2c1C | 25% | -7% | · | · | -0.2% | 1% | 0% | · | 2% | -2% | 23
O=C(NCCc1c[nH]c2ccccc12)C(=O)NCC1OCCCN1S(=O)(=O)c1cc(F)ccc1F (stereo not given) | 8% | 13% | 2% | 1% | 0.0% | 1% | 1% | -1 | -15% | -2% | -4
CSc1cc(-c2ccc(Cl)cc2)[nH]c(=O)c1C#N | 12% | 0% | -10% | -2% | -0.6% | -2% | · | -2 | ? | 1% | -9
COc1cc2ccccc2cc1C(=O)N1CCN(C)CC1 | -1% | -3% | -17% | -2% | -0.4% | -5% | -1% | -14 | -2% | -1% | -5
CCCCc1cc2c(cn1)=C(OC(=O)c1cnc3ccccc3n1)C(C)(OC(=O)CC)C(=O)C=2 (stereo not given) | 7% | -2% | 17%[11.7 µM] | -7%[11.5 µM] | 1.1% | 4% | -1% | -1&-10 | 2% | -10% | -22
CCCOC1OC(=O)c2c1ccc(OC)c2OC (stereo not given) | 32% | 0% | 9% | -2% | -0.4% | 6% | 2% | 6 | 5% | 1% | 15

Full records, looked up by structure. Order of screens: a7 integrin act	GALK inh	Menin-MLL TR inh	PKM2 act	B2AR arrestin	Tb PFK inh	ASM inhibitor	FBPA coupling cs	BCR signal inh	TSG101-PTAP inh	Giardia kill
Record of `CCOc1ccc(C(=O)OCC(=O)Nc2ccc3c(c2)OCCO3)cc1OC` → ?	·	·	·	0.5%	-9%	0%	·	?	-2%	7
Record of `CC(C)N(C(=S)NC1CCCCC1)c1ccccc1` → ·	-3%	-26%	0%	0.0%	2%	·	6	3%	·	·
Record of `NC(=O)[C@@H]1CCCNc2c(F)cc([N+](=O)[O-])cc2C(=O)N[C@@H](CO)C(=O)N[C@@H](Cc2ccc(O)cc2)C(=O)N1` → 6%	·	1%	0%	0.3%	-1%	-12%	2	-17%	-5%	16

Bioassay records: PubChem BioAssay, National Center for Advancing Translational Sciences (NCATS)

The list is partial. The share of hits here may be higher or lower than overall.
